# esBAF inh: SWI/SNF esBAF complex inhibition. mouse ES cells, Bmi1-luciferase knock-in reporter, 24 h; 100% = twice the neutral-well signal. reporter increase, % at 12.5 µM. 350,000 compounds, 2% hits. AID 602393; in the data active means activation above about 40%; inconclusive means no clear call, values can overlap the other calls;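 further: 0% = median of the plate's neutral control wells and 100% = double that signal; a rise in the Bmi1 reporter signal indicates esBAF inhibition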
# Casp6 inh: inhibitors of human caspase-6; 350,000 compounds, 0.53% hits; purified caspase-6, Z-VEID-R110 cleavage fluorescence; inhibition, % at 12.5 µM; P55212;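 active means mean inhibition across replicates at least about 35%, with every replicate also reaching that limit, limit read from the data; inconclusive means only one of the two criteria met; inactive means neither criterion met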;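 further: 0% = median of neutral control wells and 100% = no fluorescence left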
# ERp5 inh: ERp5 (human) disulfide isomerase inhibition; Q15084; ERp5 insulin aggregation, absorbance 650 nm, 90 min; inhibition, % at 9.99 µM; 350,000 compounds, 0.05% hits;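 active means mean replicate inhibition above about 25%, with every replicate also reaching it, limit read from the data, passing the limit was not always enough; inconclusive means only one of those two criteria met; inactive means neither criterion met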
# E-selectin induc: induces E-selectin expression in human endothelial cells. P16581. HUVEC E-selectin immunofluorescence imaging; normalized: neutral wells 0, TNF-alpha wells 100. activation, % at 7.58 µM. 260,000 compounds, 0.37% hits. AID 686992;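 active means mean E-selectin-positive cell signal at least 10% of the positive control, reached in at least 60% of replicates, without over 20% cell loss; inconclusive means no rule given, readout overlaps actives, possibly toxicity-flagged; inactive means the rest, including those meeting only one limit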;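 further: in these data hits start at about 27%; measured in HUVEC primary endothelial cells; signal is the percent of cells scored E-selectin positive by PE staining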
# Target sequence (P16581 whole entry, looked up): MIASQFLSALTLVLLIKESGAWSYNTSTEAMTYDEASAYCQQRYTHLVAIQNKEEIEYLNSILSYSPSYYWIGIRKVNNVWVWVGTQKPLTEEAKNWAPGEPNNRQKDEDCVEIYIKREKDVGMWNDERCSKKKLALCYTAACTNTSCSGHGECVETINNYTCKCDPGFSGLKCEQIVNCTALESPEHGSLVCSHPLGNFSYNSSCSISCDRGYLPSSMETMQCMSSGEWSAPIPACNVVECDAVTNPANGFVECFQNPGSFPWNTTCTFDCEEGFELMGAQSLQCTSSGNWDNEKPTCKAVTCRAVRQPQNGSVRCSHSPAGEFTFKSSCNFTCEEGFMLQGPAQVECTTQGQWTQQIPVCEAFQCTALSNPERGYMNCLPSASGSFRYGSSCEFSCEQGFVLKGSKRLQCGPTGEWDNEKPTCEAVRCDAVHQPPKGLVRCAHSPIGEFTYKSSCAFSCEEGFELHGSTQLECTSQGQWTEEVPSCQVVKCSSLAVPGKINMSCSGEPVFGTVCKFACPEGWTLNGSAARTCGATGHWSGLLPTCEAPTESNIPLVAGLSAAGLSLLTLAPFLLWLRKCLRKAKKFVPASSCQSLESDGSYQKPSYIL
#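 Read-out basis: % PE-positive cells; Test system: HUVEC primary endothelial cells; Technique: immunofluorescence imaging; Dosing: single-point compound dose.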
# ARNT-TACC3 inh: ARNT/TACC3 interaction disruption; inhibition, % at 9.99 µM; 390,000 compounds, 0.66% hits; Q9Y6A5; AlphaScreen His-ARNT PAS-B/GST-TACC3 binding, luminescence; TACC3 fragment carries E629A point mutation; AID 623870;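 active means mean inhibition of replicates at least 50% and at least half of replicates each reaching 50%; inconclusive means half or more replicates reach 50% but mean below 50%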;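 further: 0% = complete ARNT plus TACC3 wells and 100% = ARNT alone without TACC3; many hits fall short of the cut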
# RAD54 branch: RAD54 (human) branch migration inhibition | Q92698 | 360,000 compounds, 0.14% hits | AID 602329 | RAD54 Holliday junction branch migration, FAM/BHQ fluorescence | inhibition, % at 10.4 µM;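 active means mean normalized replicate activity at least 40 and at least half of replicates scoring 40 or more; inconclusive means only one of the two criteria met; inactive means mean below 40 and under half of replicates reaching 40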;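 further: 0% = median of neutral control wells and 100% = median of positive control wells; inhibitors cause a drop in the FAM fluorescence signal; in these data hits start at about 50%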
# RAD52 anneal inh: blocks human RAD52 DNA annealing. P43351. recombinant RAD52 DNA annealing, FRET fluorescence. inhibition, % at 18.7 µM. 360,000 compounds, 0.46% hits. AID 651710;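 active means every replicate showing at least 50% inhibition; inconclusive means mean inhibition at least 50% but not in every replicate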
# Target sequence (P43351 whole entry, looked up): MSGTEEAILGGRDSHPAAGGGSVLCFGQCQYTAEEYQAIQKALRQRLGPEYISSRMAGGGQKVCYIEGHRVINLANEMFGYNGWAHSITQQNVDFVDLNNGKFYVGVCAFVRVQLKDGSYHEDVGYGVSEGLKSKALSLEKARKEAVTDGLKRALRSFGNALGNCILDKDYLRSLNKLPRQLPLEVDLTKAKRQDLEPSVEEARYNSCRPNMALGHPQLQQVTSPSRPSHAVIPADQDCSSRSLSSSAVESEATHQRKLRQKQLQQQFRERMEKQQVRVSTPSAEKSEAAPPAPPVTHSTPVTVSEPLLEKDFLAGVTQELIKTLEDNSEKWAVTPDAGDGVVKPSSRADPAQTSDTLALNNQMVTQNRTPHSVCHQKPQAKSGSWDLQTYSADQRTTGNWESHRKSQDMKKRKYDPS
# PglD DTNB: PglD (C. jejuni) enzyme inhibition | purified PglD enzyme, DTNB colorimetric CoA detection | inhibition, % at 12.5 µM | 360,000 compounds, 0.098% hits; in the data active means inhibition above about 16%, passing the limit was not always enough; inconclusive means no clear call, values can overlap the other calls; further: strong numbers were not always called active
# Active calls of the source: *; ? = inconclusive; . = not tested or not shown; & = joins results of further samples.
item	compound	esBAF inh	Casp6 inh	ERp5 inh	E-selectin induc	ARNT-TACC3 inh	RAD54 branch	RAD52 anneal inh	PglD DTNB
1	Cc1ccc(S(=O)(=O)Nc2ccc3c(c2)C(=O)N([C@H](C)CO)C[C@H](C)[C@H](CN(C)Cc2ccc(Cl)c(Cl)c2)OCCCC[C@@H](C)O3)cc1	0	2	-7	.	3	0	10	0
2	CCN(CC)S(=O)(=O)c1ccc(S(=O)(=O)N2CCCC(C(=O)NC3CC3)C2)cc1 (centres undefined)	-27	0	2	-0.1	.	7	-1	-3
3	CCOC(=O)[C@H](CCc1ccccc1)N[C@@H](C)C(=O)N1CCC[C@@H]1C(=O)O	-5	11	-2	0.3	-5	-4	-5	1
4	CCc1nnc(NC(=O)CSc2nnc(-c3c[nH]c4ccccc34)n2CC)s1	0	.	.	.	2	-1	.	-4
5	Cc1nc(-c2coc3cc(C)c(N=O)c(O)c3/c2=N\N)cs1	-2	-1	-3	0.0	25	2	-4	-2
6	COc1ccccc1S(=O)(=O)N[C@H]1CC[C@H](CC(=O)NCc2cccc(F)c2)O[C@@H]1CO	1	-2	-2	1.3	20	-2	-4	4
7	CN1CCN(C(=O)c2cc3c(c(-c4cccc(-c5ccc(C(=O)N(C)C)cc5)c4)n2)[C@@H](CCO)N([S@](=O)C(C)(C)C)C3)CC1	-1	-3	-1	0.0	-5	-8	-37	2
8	CCCNC(=O)N1C[C@H]2[C@@H](c3ccccc31)[C@H](CO)N2Cc1cccc(OC)c1	4	-4	4	-0.2	1	7	3	1
9	CCCC(=O)Nc1ccc2c(c1)OC[C@@H](C)N(Cc1nccs1)C[C@@H](C)[C@@H](OC)CN(C)C2=O	6	-1	-2	0.3	-6	-4	-6	5
10	O=C(COC(=O)C1CCCN1C(=O)c1cccs1)c1ccccc1 (centres undefined)	-12	.	.	.	10	-11	.	2
11	O=C(C[C@@H]1C=C[C@H](NC(=O)c2cccc(F)c2)[C@H](CO)O1)Nc1nccs1	4	-2	-5	-0.1	11	-1	-32	-11
12	CSc1ccccc1NC(=O)CN1c2ccccc2CC1C (centres undefined)	4	0	-1	.	-3	.	-25	.
13	O=C(c1cccc(Br)c1)c1coc2ccc(O)cc12	70*	1	8	-0.8	-3	7	-4	3
14	O=C(CSc1cccc2cccnc12)Nc1ccc(S(=O)(=O)N2CCOCC2)cc1	-5	1	1	.	74*	-9	-19	-1
15	CC(C)CC#Cc1ccc2c(c1)O[C@@H](CN(C)Cc1cccc(F)c1)[C@H](C)CN([C@H](C)CO)S2(=O)=O	-1	-1	-6	-0.3	5	1	3	3
16	C[C@@H]1CN([C@H](C)CO)C(=O)c2cc(NC(=O)Nc3cccc4ccccc34)ccc2O[C@@H](C)CCCCO[C@@H]1CN(C)S(=O)(=O)c1ccc(F)cc1	-3	3	-12	0.0	10	-17	-44	0
17	C/C=C/c1cnc2c(c1)C(=O)N([C@H](C)CO)C[C@@H](C)[C@H](CN(C)S(=O)(=O)c1cn(C)cn1)O2	-17	1	-1	-0.1	-4	6	-12	6
18	COc1cccc(Nc2nc(CN)cs2)n1	-4	-3	3	0.7	.	25	-7	-4
19	O=C(O)c1ccc2c(c1)CC(c1ccccc1)OC2=O (centres undefined)	-3	.	.	.	-3	1	.	0
20	CCn1c(SCc2nc(CC(=O)Nc3ccccc3OC)no2)nnc1-c1cccs1	4	.	.	.	-4	1	.	-4
21	O=C(COC(=O)CNC(=O)c1ccccc1Cl)NC1CC1	8	-3	-7	-0.4	-10	-5	-18	2
22	CCOC(=O)C1=C(c2ccccc2)N(C)C(=O)NC1c1ccc(O)c(OC)c1 (centres undefined)	4	3	4	.	-1	0	10	-2
23	C[C@@H]1CN([C@@H](C)CO)C(=O)c2cccc(NC(=O)C3CCOCC3)c2O[C@H]1CN(C)C(=O)Nc1ccc2c(c1)OCO2	-1	1	-2	0.1	-3	-2	-14	13
24	Cc1ccccc1-c1nc(CS(=O)(=O)CC(=O)NCCCN2CC(C)CC(C)C2)c(C)o1 (centres undefined)	3	-21	0	.	3	20	-1	-1
25	COc1ccccc1N1CCN(C2CCCN(Cc3cccc(O)c3)C2)CC1 (centres undefined)	0	-6	-10	.	-1	0	-9	5
26	O=C(Nc1ccc(F)cc1)N1CC(=O)N2[C@H](CO)[C@H](c3ccc(C#Cc4cccnc4)cc3)[C@H]2C1	.	0	-1	0.2	.	.	-6	.
27	CNc1nc2c3ccccc3n(C(C)=O)c2s1	-2	.	.	.	1	-4	.	-3
28	Cc1ccc2[nH]ccc(=O)c2c1	-2	-1	4	0.2	14	-9	3	-4
29	COCCNC(=O)C[C@H]1CC[C@@H]2[C@H](COC[C@@H](O)CN2Cc2cccc(-c3ccncc3)c2)O1	2	2	-4	0.0	-5	5	8	2
30	COc1cccc(NC(=O)Cn2c(=O)n(-c3cc(OC)c(OC)c(OC)c3)c(=O)c3ccccc32)c1	4	-1	-3	2.1	-3	.	-12	-4
31	COc1ccc(-c2csc3ncnc(Oc4cccc5ccc(C)nc45)c23)cc1	.	-2	?	0.5	-7	.	-17	.
32	O=C(Cc1ccccc1Cl)N1CCOCC1	2	3	8	-0.3	0	1	-12	3
33	O=C(NCc1cccs1)c1ccc2nc([C@@H]3O[C@H](CO)[C@H](O)[C@H](O)[C@H]3O)[nH]c2c1	1	4	-2	-2.7	.	-1	-9	-4
34	COCC(C)n1c(SCc2cc(C(=O)OC)c(C)o2)nc2ccccc2c1=O (centres undefined)	.	0	-1	1.8	2	-1	-15	2
35	CCN1CCN(C(=O)CN2C(=O)COc3ccc(S(=O)(=O)N4CCOCC4)cc32)CC1	-5	-4	1	2.1	-1	0	-4	6
36	[O-][N+](=Cc1c(Cl)cccc1Cl)CC1(O)CCCCC1	0	-1	5	1.0	.	-10	-10	2
37	COc1ccc(-c2nc(C)c(C(C)=O)n2O)cc1[N+](=O)[O-]	2	5	7	0.2	1	12	-4	0
38	Cc1c(N2CCCC2)cc2c(c1NC(=O)c1ccccc1Cl)C(C)(C)CC2(C)C	-1	0	0	-0.2	-2	-6	-32	-2
39	Cc1ccc2nc(C3CCN(CC(=O)Nc4ccc5c(c4)OCCO5)CC3)[nH]c2c1	-4	.	.	.	5	5	.	0
40	CCC(=O)NNc1nc2c(C)cccc2s1	-8	-3	2	2.6	-57	-6	-21	5
41	CC(=O)OC1(C(C)=O)CCC2C3CC4OC45CC(O)CCC5(C)C3CCC21C (centres undefined)	-9	-2	2	0.1	6	4	-9	-1
42	COc1cc(C(=O)N2CCN(Cc3ccc4c(c3)OCO4)CC2)cc(OC)c1OC	-10	-3	-2	.	-1	23	-4	-3
43	Cc1cc([N+](=O)[O-])nn1CCCC(=O)Nc1ccc(Cl)cc1Cl	-8	2	-1	0.0	9	-7	-7	4
44	CC(CC(=O)O)CC(=O)Nc1cc([N+](=O)[O-])ccc1O (centres undefined)	-6	5	1	.	-4	.	-8	.
45	COc1ccc(N2CCN(S(=O)(=O)CCNC(=O)COc3ccccc3OC)CC2)cc1	-5	2	-9	.	3	7	-7	5
46	CN(Cc1ccccc1)C(=O)C1CCCN(Cc2cccc(Cl)c2)C1 (centres undefined)	2	-6&0	-1&8	0.8&-1.4	-13	8	-9&-2	3
47	COc1ccc(/C=N/Nc2c(Cl)cc(Cl)cc2Cl)cc1CN1CCOCC1	.	.	.	0.4	1	0	.	3
48	COc1ccccc1C(=O)N1CCN=C1c1ccccc1	-6	.	.	.	-3	-1	.	1
49	CCN(Cc1nc2cc(Cl)ccc2c(=O)[nH]1)C(=O)c1ccc(C)c(NC(=O)c2ccco2)c1	-4	6	9	0.5	-1	1	-20	-1
50	Cc1nc(SCC(=O)c2c[nH]c3ccccc23)n[nH]1	0	.	.	.	-3	-18	.	-3
51	O=C(COC(=O)/C=C/c1ccc(C(F)(F)F)cc1)NCC1CCCCC1	-1	1	6	4.6	0	.	-3	.
52	CCOc1ccc(CC(=O)N2CCN(c3ccc(N4CCOCC4)nn3)CC2)cc1OCC	-1	3	1	1.9	0	6	2	9
53	CSCCC(NC(=O)c1ccc(Cl)cc1)C(=O)OCC(=O)N1CCCC1=O (centres undefined)	-11	-2	11	.	0	0	-1	-2
54	COc1cccc(N2CCN(Cc3nc(N)nc(Nc4ccccc4OC)n3)CC2)c1	5	.	.	.	11	2	.	-1
55	COc1ccc(-c2nc3ccc(C(=O)NCC(OC)OC)cc3nc2-c2ccc(OC)c(OC)c2)cc1OC	4	-3	6	0.0	-8	-9	-15	1
56	O=C(C[C@@H]1C[C@@H]2c3cc(NC(=O)c4cccnc4)ccc3O[C@@H]2[C@H](CO)O1)NCCN1CCCCC1	4	22	2	0.1	-3	3	8	1
57	CCCNC(=O)N(C)C[C@@H]1Oc2cc(C3=CCCCC3)ccc2S(=O)(=O)N([C@H](C)CO)C[C@@H]1C	-7	-1	3	0.4	-1	-2	18	-1
58	C/C=C/C(=O)OCC(=O)Nc1cccc(Br)c1	.	-3	2	-0.6	-4	.	-5	.
59	Cc1cc(/C=C2/SC(=O)N(CC(=O)N3CCOCC3)C2=O)c(C)n1-c1ccccc1F	.	-5	3	-1.1	-4	.	-24	.
60	COc1ccc(-c2nc3ncnn3cc2C)cc1F	-1	2	0	.	4	-3	2	4

# Random excerpt: 7 compounds from above, in no set order.
item	compound	esBAF inh	Casp6 inh	ERp5 inh	E-selectin induc	ARNT-TACC3 inh	RAD54 branch	RAD52 anneal inh	PglD DTNB
13	O=C(c1cccc(Br)c1)c1coc2ccc(O)cc12	70*	1	8	-0.8	-3	7	-4	3
49	CCN(Cc1nc2cc(Cl)ccc2c(=O)[nH]1)C(=O)c1ccc(C)c(NC(=O)c2ccco2)c1	-4	6	9	0.5	-1	1	-20	-1
1	Cc1ccc(S(=O)(=O)Nc2ccc3c(c2)C(=O)N([C@H](C)CO)C[C@H](C)[C@H](CN(C)Cc2ccc(Cl)c(Cl)c2)OCCCC[C@@H](C)O3)cc1	0	2	-7	.	3	0	10	0
35	CCN1CCN(C(=O)CN2C(=O)COc3ccc(S(=O)(=O)N4CCOCC4)cc32)CC1	-5	-4	1	2.1	-1	0	-4	6
32	O=C(Cc1ccccc1Cl)N1CCOCC1	2	3	8	-0.3	0	1	-12	3
3	CCOC(=O)[C@H](CCc1ccccc1)N[C@@H](C)C(=O)N1CCC[C@@H]1C(=O)O	-5	11	-2	0.3	-5	-4	-5	1
57	CCCNC(=O)N(C)C[C@@H]1Oc2cc(C3=CCCCC3)ccc2S(=O)(=O)N([C@H](C)CO)C[C@@H]1C	-7	-1	3	0.4	-1	-2	18	-1

# An excerpt from above in order of their number in RAD52 anneal inh, ascending.
No. | SMILES | esBAF inh | Casp6 inh | ERp5 inh | ARNT-TACC3 inh | RAD52 anneal inh | PglD DTNB
52 | CCOc1ccc(CC(=O)N2CCN(c3ccc(N4CCOCC4)nn3)CC2)cc1OCC | -1 | 3 | 1 | 0 | 2 | 9
56 | O=C(C[C@@H]1C[C@@H]2c3cc(NC(=O)c4cccnc4)ccc3O[C@@H]2[C@H](CO)O1)NCCN1CCCCC1 | 4 | 22 | 2 | -3 | 8 | 1
57 | CCCNC(=O)N(C)C[C@@H]1Oc2cc(C3=CCCCC3)ccc2S(=O)(=O)N([C@H](C)CO)C[C@@H]1C | -7 | -1 | 3 | -1 | 18 | -1
